Screening results as filed in PubChem.
E-sel inducer – E-selectin induction on HUVECs. P16581. HUVEC E-selectin immunofluorescence imaging; normalized: neutral wells 0, TNF-alpha wells 100. activation, % at 7.58 µM. actives 0.37% (n = 260,000);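 active = mean E-selectin-positive cell signal at least 10% of the positive control, reached in at least 60% of replicates, without over 20% cell loss; inconclusive = no rule given, readout overlaps actives, possibly toxicity-flagged; inactive = the rest, including those meeting only one limit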;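 note: in these data hits start at about 27%; measured in HUVEC primary endothelial cells; signal is the percent of cells scored E-selectin positive by PE staining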
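Test system: HUVEC; input: 3,000 HUVEC/well; measured by: immunofluorescence imaging; read-out: % PE-positive cells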
PglD DTNB – PglD (C. jejuni) enzyme inhibition. inhibition, % at 12.5 µM. AID 602405. actives 0.098% (n = 360,000). purified PglD enzyme, DTNB colorimetric CoA detection; in the data active = inhibition above about 16%, passing the limit was not always enough; inconclusive = no clear call, values can overlap the other calls; note: strong numbers were not always called active
SIRT5 block – inhibitors of human sirtuin-5 desuccinylase; Purified SirT5, succinyl-peptide AMC, trypsin-coupled fluorescence; actives 1.1% (n = 330,000); AID 652115; Q9NXA8; inhibition, % at 15 µM; in the data active = inhibition above about 15%; inconclusive = no clear call, values can overlap the other calls
Target sequence (Q9NXA8 whole entry, looked up): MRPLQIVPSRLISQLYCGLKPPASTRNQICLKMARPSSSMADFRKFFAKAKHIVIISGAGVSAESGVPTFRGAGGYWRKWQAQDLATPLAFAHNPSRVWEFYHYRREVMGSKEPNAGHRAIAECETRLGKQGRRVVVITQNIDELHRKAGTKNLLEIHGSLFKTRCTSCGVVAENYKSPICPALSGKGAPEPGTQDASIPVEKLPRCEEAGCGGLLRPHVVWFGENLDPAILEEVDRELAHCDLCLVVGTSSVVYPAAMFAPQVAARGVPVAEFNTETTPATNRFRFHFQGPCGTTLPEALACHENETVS
ERp5 block – blocks human ERp5 reductase activity on insulin | ERp5 insulin aggregation, absorbance 650 nm, 90 min | inhibition, % at 9.99 µM | actives 0.05% (n = 350,000) | AID 651711;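 active = mean replicate inhibition above about 25%, with every replicate also reaching it, limit read from the data, passing the limit was not always enough; inconclusive = only one of those two criteria met; inactive = neither criterion met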
Target sequence (Q15084 whole entry, looked up): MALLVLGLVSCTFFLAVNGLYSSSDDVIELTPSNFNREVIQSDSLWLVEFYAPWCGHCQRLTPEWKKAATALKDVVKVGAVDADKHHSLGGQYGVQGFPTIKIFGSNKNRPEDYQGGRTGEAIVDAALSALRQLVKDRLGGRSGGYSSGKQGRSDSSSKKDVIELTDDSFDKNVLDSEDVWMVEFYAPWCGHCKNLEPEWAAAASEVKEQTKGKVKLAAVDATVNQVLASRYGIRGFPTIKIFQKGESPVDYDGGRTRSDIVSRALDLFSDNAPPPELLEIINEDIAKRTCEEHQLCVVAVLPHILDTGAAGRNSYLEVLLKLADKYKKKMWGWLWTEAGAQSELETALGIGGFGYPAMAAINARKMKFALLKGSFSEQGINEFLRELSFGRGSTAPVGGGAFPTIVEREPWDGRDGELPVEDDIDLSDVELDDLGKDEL
C2C12 statin – suppressors of simvastatin-induced myotoxicity in C2C12 myotubes; rescue of ATP level, % at 7.49 µM; ATP luminescence, 48 h; scaled: DMSO 0, geranylgeraniol control 100; actives 0.78% (n = 330,000);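 active = mean ATP rescue above about 67%, or every replicate alone reaching that limit, limit read from the data, passing the limit was not always enough; inconclusive = no clear call, values can overlap the other calls; inactive = mean under the limit and some replicate under it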;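 note: myotubes were challenged with 10 µM simvastatin during compound exposure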
S100A4 inh HTS – S100A4-myosin IIA interaction inhibition | S100A4/TAMRA-MyoIIA peptide fluorescence polarization | inhibition, % at 10.7 µM | actives 0.14% (n = 360,000);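 active = mean inhibition of at least 70% across replicates, with every replicate also reaching that level; inconclusive = mean inhibition reaches 70% but some replicates fall short; inactive = mean inhibition below 70%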
Target sequence (P26447 whole entry, looked up): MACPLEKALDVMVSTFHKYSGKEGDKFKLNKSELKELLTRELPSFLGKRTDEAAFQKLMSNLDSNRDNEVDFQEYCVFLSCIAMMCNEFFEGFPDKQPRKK
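Compound dosing: one dose per compound; test system: human S100A4 monomer with TAMRA-labelled myosin IIA peptide; probe or stimulus: TAMRA-labelled myosin IIA heavy-chain peptide probe, 5 nM; medium: HEPES buffer with Ca2+, pH 7.2; schedule: 5 min incubation before reading; benchmarks: neutral control DMSO, positive control TFP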
DENV2 CPE rescue – protects cells from dengue virus 2 cytopathic effect; DENV2-infected cells, cytopathic effect rescue, plate reader; CPE inhibition, % at 9.99 µM; actives 1.7% (n = 350,000); AID 651640; in the data active = CPE inhibition above about 20%, passing the limit was not always enough; inconclusive = no clear call, values can overlap the other calls; tested in BHK-21 cells;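 note: 0% = median of neutral control wells and 100% = median of positive control wells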
Starred values were filed as active, the others as inactive; u = inconclusive; x = no result given.

SMILES | E-sel inducer | PglD DTNB | SIRT5 block | ERp5 block | C2C12 statin | S100A4 inh HTS | DENV2 CPE rescue
CC1CCCN(S(=O)(=O)c2cccc([N+](=O)[O-])c2)C1 (centres undefined) | x | -7 | 5 | 8 | 10 | -6 | 2
COC(=O)c1cc(S(=O)(=O)NCCc2ccc(Cl)cc2)c[nH]1 | 0.3 | x | -1 | 2 | -9 | -5 | 2
O=C(C[C@@H]1CC[C@@H]2[C@H](COC[C@H](O)CN2C(=O)C2CCCC2)O1)NCc1ccncc1 | 0.0 | -5 | 2 | -21 | -7 | -7 | -2
Cc1c(C(=O)NN)nn(-c2ccc(Cl)cc2)c(=O)c1C#N | 2.5 | x | -1 | -1 | x | -4 | -5
Cc1noc(C)c1S(=O)(=O)Nc1ccc2c(c1)C(=O)N([C@@H](C)CO)C[C@@H](C)[C@@H](CN(C)S(=O)(=O)c1cccs1)OCCCC[C@H](C)O2 | x | -3 | x | x | 64 | x | -4
C[C@@H]1CCCCO[C@@H](CN(C)Cc2ccncc2)[C@H](C)CN([C@H](C)CO)C(=O)c2cc(NS(=O)(=O)c3ccc(Cl)cc3)ccc2O1 | -0.1 | 0 | 5 | -1 | -4 | -3 | 3
CCN(CC(=O)Nc1ccc(NC(C)=O)cc1)C(=O)/C=C/c1cn(-c2ccccc2)nc1-c1ccc(F)cc1 | x | x | -4 | -5 | x | 2 | u
Cc1c(C)c2ccc(OCC(=O)Nc3ccccc3C(N)=O)cc2oc1=O | x | 6 | 3 | -1 | -8 | -4 | -5
C/C=C/c1ccc([C@H]2[C@@H](C#N)N(C(=O)Cc3ccccn3)[C@@H]2CO)cc1 | -0.3 | -2 | 1 | -23 | -16 | 13 | 4
Cc1c(NS(=O)(=O)c2cc(C(=O)OCC(=O)N3CCC(C)CC3)ccc2Cl)c(=O)n(-c2ccccc2)n1C | 0.0 | x | -6 | 6 | 0 | 4 | -1
COc1ccc(CNC(=O)COc2ccc(S(=O)(=O)N3CCCCC3)cc2)cc1 | 4.2 | -1 | 0 | 3 | -8 | 0 | u
O=C(Nc1ccc(C(=O)N2CCOCC2)cc1)Nc1cccc(C(F)(F)F)c1 | -0.1 | -2 | -2 | 3 | x | 0 | 0
CCOc1ccccc1N(CC(=O)Nc1ccc(S(=O)(=O)N2CCOCC2)cc1)S(C)(=O)=O | 0.1 | 1 | -3 | -1 | 7 | -1 | 3
Cc1ccc(NC(c2ccccc2)c2nc3ccccc3[nH]c2=O)cc1 (centres undefined) | x | 1 | -7 | 4 | 25 | -2 | -1
COc1ccc(NC(=O)c2ccc(F)c(F)c2)c2ccccc12 | -0.1 | -6 | -4 | 0 | -43 | -5 | 1
C=CCN1C(=NC(=O)CC)SC2CS(=O)(=O)CC21 (centres undefined) | x | 0 | -2 | 2 | 1 | -7 | 10
COc1ccc(C(=O)/C(=C/N(C)C)S(=O)(=O)c2ccccc2)cc1 | x | x | 1 | -1 | x | -18 | -2
O=S(=O)(Nc1ccccc1N1CCCCC1)c1ccc(F)cc1F | x | 6 | -1 | 16 | -1 | 3 | 6
COc1ccc([N+](=O)[O-])cc1NC(=O)COC(C)=O | 0.8 | x | -4 | -1 | x | 1 | -2
CC(=O)N1N=C(c2ccc(C)cc2)OC1c1ccc(C)cc1 (centres undefined) | 9.6 | 1 | x | x | 11 | x | x
COCc1cn(CC[C@@H]2CC[C@H](NC(=O)Nc3ccc(F)cc3)[C@H](CO)O2)nn1 | 1.4 | -3 | 0 | -1 | -4 | 6 | 5
Cc1ccc(C(=O)Nc2cccc(C(=O)NC3CCCCC3)c2)cc1 | -0.3 | 7 | -2 | 6 | -30 | 6 | 1
COc1ccc(CCNC(=O)c2ccc(-c3ccc([N+](=O)[O-])cc3Cl)o2)cc1 | x | -3 | 2 | -6 | x | -2 | 4
C=CCNC(=O)COC(=O)C1CCN(S(=O)(=O)c2ccc3c(c2)OCCO3)CC1 | -0.1 | 1 | -3 | 3 | x | 7 | 9
Nc1cc(-c2ccc(Br)cc2)[nH]n1 | x | 3 | -5 | 1 | x | 2 | -1
C[C@H]1CCCCO[C@H](CN(C)Cc2ccc3c(c2)OCO3)[C@@H](C)CN([C@@H](C)CO)C(=O)c2cc(NC(=O)c3ccccc3)ccc2O1 | 1.8 | -1 | -3 | 1 | x | -1 | 2
Cc1oc(-c2cccc(Cl)c2)nc1CSCC(=O)O | -0.6 | -4 | -2 | -5 | 6 | -3 | u
Cc1c(C(=O)c2ccc(F)cc2F)c2ccccn2c1CCc1ccccn1 | 1.0 | x | 0 | 0 | x | 41 | -9
COc1ccc(NC(=O)c2nc3ccccc3s2)cc1 | -6.8 | x | -3 | 0 | x | -10 | 8
COc1ccc(CNC(=O)C[C@H]2C=C[C@H](NS(=O)(=O)c3cccc(OC)c3)[C@@H](CO)O2)cc1 | 0.0 | 7 | -3 | -4 | 10 | 11 | -3

Reprinted at random: three records from the list.
SMILES | E-sel inducer | PglD DTNB | SIRT5 block | ERp5 block | C2C12 statin | S100A4 inh HTS | DENV2 CPE rescue
Nc1cc(-c2ccc(Br)cc2)[nH]n1 | x | 3 | -5 | 1 | x | 2 | -1
O=S(=O)(Nc1ccccc1N1CCCCC1)c1ccc(F)cc1F | x | 6 | -1 | 16 | -1 | 3 | 6
C[C@H]1CCCCO[C@H](CN(C)Cc2ccc3c(c2)OCO3)[C@@H](C)CN([C@@H](C)CO)C(=O)c2cc(NC(=O)c3ccccc3)ccc2O1 | 1.8 | -1 | -3 | 1 | x | -1 | 2

Following part.
SMILES | E-sel inducer | PglD DTNB | SIRT5 block | ERp5 block | C2C12 statin | S100A4 inh HTS | DENV2 CPE rescue
NC(=O)c1ccc(SCC(=O)OCC(=O)N2CCN(C(=O)c3ccco3)CC2)c([N+](=O)[O-])c1 | 3.1 | 0 | -2 | 7 | -2 | -8 | 7
COc1cccc(C#Cc2cnc3c(c2)C(=O)N([C@H](C)CO)C[C@@H](C)[C@H](CN(C)C(=O)C2CCCCC2)O3)c1 | -0.1 | 0 | 12 | -11 | 8 | 9 | -3
Cc1ccc(NC(=O)CN2CCN(Cc3ccccc3)CC2)c(Br)c1 | x | 0 | 0 | -13 | 12 | 7 | -8
CO[C@H]1CN(C)C(=O)c2cc(NS(=O)(=O)CC(F)(F)F)ccc2OC[C@H](C)N(Cc2nccs2)C[C@@H]1C | 0.0 | 1 | 1 | -2 | -17 | x | 15
CS(=O)(=O)c1ccc2nc(NC(=O)CC3CCCC3)sc2c1 | x | -2 | -1 | -4 | -2 | -10 | -5
CC(=O)Nc1ccc(S(=O)(=O)N(C)CC(=O)N2CCN(C(=O)c3ccco3)CC2)cc1 | 0.4 | -3 | 1 | 3 | -5 | 4 | -4
Cc1ccc(C(=O)CCC(=O)N(C)CC(=O)Nc2ccccc2Br)cc1 | x | 4 | -2 | -2 | x | -5 | -9
C[C@@H]1CCCCO[C@H](CN(C)Cc2ccncc2)[C@@H](C)CN([C@@H](C)CO)C(=O)c2cc(NC(=O)c3ccncc3)ccc2O1 | 0.3 | -1 | 2 | 1 | x | -1 | -2
Cc1[nH]c2ccccc2c1N=Nc1ccc(F)cc1 | 2.4 | x | x | 0 | x | -1 | 2
C[C@H]1CN([C@@H](C)CO)C(=O)c2ccccc2-c2ccccc2CO[C@H]1CN(C)S(=O)(=O)c1ccc(F)cc1 | -0.2 | -2 | 2 | 3 | x | 1 | 3
COc1cccc(-n2nnnc2SCC(=O)NCc2ccc3c(c2)OCO3)c1 | x | 7 | -2 | -2 | 18 | -16 | -5
COc1ccccc1CNC(=O)C(=O)NCC1CCCN1S(=O)(=O)c1cccs1 (centres undefined) | 0.0 | -4 | -1 | 1 | 13 | -7 | 15
COc1ccc(-c2nc3ccccc3c(=O)n2-c2c(C)n(C)n(-c3ccccc3)c2=O)cc1 | x | -8 | -1 | -1 | -5 | -3 | -2
Cc1ccccc1C(=O)NC(=S)Nc1ccc(N2CCN(C(=O)c3ccccc3)CC2)cc1 | -0.3 | 2 | -2 | 1 | 4 | 3 | 0
CC(=O)c1ccc(NC(=O)CCOc2cc(C)ccc2C)cc1 | -0.1 | 1 | 0 | -1 | x | -1 | -6
O=C(C[C@@H]1CC[C@@H]2[C@H](COC[C@@H](O)CN2CC2CCOCC2)O1)NCC1CC1 | 0.0 | -1 | -1 | -6 | -2 | 7 | u
CCCCCCc1ccc(OC(=O)c2ccncc2)cc1 | 0.0 | 7 | 2 | -4 | -3 | 3 | -5
COCC(=O)Nc1ccc2c(c1)OC[C@H](C)N(Cc1cccc(F)c1)C[C@@H](C)[C@@H](OC)CN(C)C2=O | 0.1 | -1 | -1 | 0 | -5 | 2 | -1
O=C(C[C@H]1CC[C@H](NC(=O)Nc2ccc(C(F)(F)F)cc2)[C@H](CO)O1)NCc1cccc(F)c1 | -0.1 | 0 | 3 | -2 | -1 | 13 | 8
[O-]/[N+](=C\c1ccccc1)c1ccc(Br)cc1 | 0.0 | -2 | 1 | 5 | 3 | -4 | -4
COc1ccc(-c2nc(SCC(=O)Nc3c(F)cccc3F)n[nH]2)cc1 | x | x | -2 | 1 | 4 | -3 | 7
C[C@H]1CN([C@@H](C)CO)C(=O)Cc2cc(NS(=O)(=O)c3ccc(Cl)cc3)ccc2O[C@H]1CN(C)C(=O)Nc1ccc(C(F)(F)F)cc1 | -0.1 | 0 | x | -2 | -23 | 19 | 1
C[C@@H]1CN([C@H](C)CO)C(=O)c2cc(NC(=O)C3CCCCC3)ccc2O[C@@H]1CN(C)C(=O)Nc1cccc2ccccc12 | 0.1 | -2 | 4 | 4 | 20 | -1 | 3
O=C(COc1ccccc1)N/N=C/c1ccc([N+](=O)[O-])o1 | x | x | x | -2 | x | 2 | 3
Nc1nc2ccccc2n1/N=C/c1ccc2c(c1)OCO2 | x | 0 | -2 | 4 | 3 | 6 | 0
CCC(=O)N1[C@@H]2Cn3c(ccc(-c4ccccc4)c3=O)[C@H]1[C@@H](C(=O)N1CCN(C)CC1)[C@@H]2CO | -0.5 | 2 | -25 | 8 | 18 | 6 | -3
COc1cc(C2C3=C(CCCC3=O)Nc3ccc4ncccc4c32)ccc1O (centres undefined) | x | x | -3 | 1 | x | 1 | -4
CCOC(=O)CC(=O)CSc1nc2ccc(OC)cc2cc1C | x | x | 7 | -6 | 3 | 6 | -4
COc1ccccc1CNC(=O)C1CCC(=O)N(CCCc2ccccc2)C1 (centres undefined) | x | 2 | -3 | -1 | 10 | -5 | -4
CCCCSc1nc2c([nH]1)c(=S)n(C)c(=O)n2C | 0.8 | x | -3 | 7 | x | -1 | 9
CCOc1ccc(NC(=O)CN(C)C(=O)c2cc(C3CC3)nn2-c2ccccc2)cc1OCC | 0.0 | x | -2 | 0 | x | -5 | -2
O=C(N/N=C/c1ccc(OC(=O)c2ccc(Br)cc2)cc1)c1ccncc1 | x | x | 9 | 0 | 4 | -3 | 1
COC(=O)C1CC(c2ccc(Cl)cc2)=NO1 (centres undefined) | x | x | -2 | 1 | x | 0 | x
CCCc1cn(CC[C@@H]2CC[C@H](NC(=O)C3CC3)[C@@H](CO)O2)nn1 | -0.3 | 3 | 6 | -4 | -2 | -2 | -3
C=CCNC(=O)[C@@H]1[C@H]2C(=O)O[C@H](c3ccccc3)[C@H](c3ccccc3)N2[C@H](c2ccc(OCCO)cc2)[C@@]12C(=O)Nc1ccc(C#CCCO)cc12 | x | x | 3 | 3 | x | -3 | 2
COCC#Cc1ccc([C@H]2[C@@H](CO)N3CCCCN(Cc4cccnc4)C[C@H]23)cc1 | -0.2 | 4 | -3 | 4 | x | -26 | -2
O=C(COn1nnc2ccc(S(=O)(=O)N3CCOCC3)cc21)NCCc1ccccc1 | -0.2 | -3 | 2 | -1 | 0 | 3 | 0
COc1ccc2c(C)c(CCC(=O)NC3CC3)c(=O)oc2c1 | x | 5 | x | -6 | 2 | 0 | -12
COc1ccc(/C=C(\NC(=O)c2ccccc2)C(=O)NCC2CCCO2)cc1 (centres undefined) | x | -3 | -9 | 5 | 9 | -4 | 7

Not all compounds are listed; the hit share may differ from the screen's.
